PriA SSB inh = blocks PriA binding to SSB C-terminal tail; AlphaScreen SSBct-PriA binding, biotinylated peptide; 430,000 compounds, 0.6% hits; inhibition, % at 33 µM; AID 1272365; in the data active = inhibition mostly above about 37%, no sharp cut-off; inactive = mostly below about 20%;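 note: plate controls were negative control peptide for no effect and reference peptide for full effect; strong numbers were not always called active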
PrPC surface inh = inhibitors of human cell surface prion protein PrPC. 370,000 compounds, 0.43% hits. P04156. TR-FRET read-out. inhibition, % at 13.8 µM; in the data active = inhibition above about 24%; note: 0% = median of the test wells and 100% = reference compound wells
Anthrax LF inh2 = blocks Bacillus anthracis lethal factor protease | AID 588501 | inhibition, % at 10 µM | P15917 | multiplex microsphere protease cleavage assay, LF | 360,000 compounds, 0.12% hits; note: plate controls were buffer without enzyme for full effect and enzyme alone for no effect
BoNT-A LC inh2 = blocks Botulinum neurotoxin A light chain protease | multiplex microsphere protease substrate cleavage, flow cytometry | inhibition, % at 10 µM | 360,000 compounds, 0.17% hits; note: plate controls were buffer without enzyme for full effect and enzyme alone for no effect
SARS 3CLpro inh = SARS-CoV 3CLpro protease inhibition; P0C6X7; recombinant SARS-CoV 3CLpro, quenched FRET peptide cleavage; inhibition, % at 6 µM; 290,000 compounds, 0.14% hits; AID 1706; in the data active = inhibition above about 12%
Y pestis TopoI = inhibitors of Yersinia pestis topoisomerase I | Y. pestis Topo-I cleavage product accumulation, plate reader | activity, % at 10 µM | 360,000 compounds, 0.064% hits; in the data active = activity above about 50%, passing the limit was not always enough; inconclusive = no clear call, values can overlap the other calls; note: inactives centre near 2
PfHsp40 rescue = rescue of PfHsp40-mediated yeast toxicity. S. cerevisiae expressing PfHsp40, growth rescue, ATP luminescence. growth rescue, % at 12.5 µM. 340,000 compounds, 0.68% hits; in the data active = growth rescue above about 28%, passing the limit was not always enough; inconclusive = no clear call, values can overlap the other calls;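 note: yeast W303a lacking pdr1 and pdr3 grown in galactose medium; growth measured after three days at 30 °C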
BH1578 lux ind = induces V. cholerae light production without autoinducers | V. cholerae BH1578 lux reporter, luminescence, 6 h | activation, % at 18.7 µM | 350,000 compounds, 0.16% hits; in the data active = activation mostly above about 9.7%, no sharp cut-off; inconclusive = no clear call, values can overlap the other calls; inactive = mostly below about 3.7%; note: not every result past the cut was called active; inactives centre near 0; reference of the scale not given here
TcdB inh = inhibitors of Clostridioides difficile toxin B glycohydrolase | inhibition, % at 9.99 µM | P18177 | 350,000 compounds, 0.24% hits | TcdB glycohydrolase enzymatic assay, plate reader; in the data active = inhibition above about 10%
* hit, by the source's call; i = inactive; u = inconclusive; x = no result given. Cut-off read from the data, not from the text of the source, unless noted: active = inhibition above about 30%; inconclusive = no clear call, values can overlap the other calls; inactive = below that. Some of the compounds tested; rates above refer to the full screens.

Start of the data: the first 6 compounds as a preview:
Compound	PriA SSB inh	PrPC surface inh	Anthrax LF inh2	BoNT-A LC inh2	SARS 3CLpro inh	Y pestis TopoI	PfHsp40 rescue	BH1578 lux ind	TcdB inh
NS(=O)(=O)c1ccc(NC(=S)NC(=O)c2cccs2)cc1	-11	-1	-4	-0.9	3	-2	-0.2	-0.5	1.7
CCCC1=C(C(=O)OCC)C(c2ccc(NC(C)=O)cc2)NC(=O)N1 (stereo not drawn)	-1	4	-6	-1.1	-3	-4	0.6	i	x
CS(=O)(=O)Nc1ccc(C(=O)Nc2ccc(S(=O)(=O)N3CCCCC3)cc2)cc1	-11	1	1	-0.6	0	-14	0.0	i	1.0
Oc1cccc(/C=N/NC(=S)Nc2cccnc2)c1O	x	0	1	-1.3	-2	-2	0.0	i	x
O=C(NCc1cccnc1)c1cc(C2CCCN(S(=O)(=O)c3cccc4cccnc34)C2)on1 (stereo not drawn)	x	0	-6	-0.1	x	3	x	i	1.6
Cc1ccc(C2=CSC3=NCCN23)cc1	0	0	-5	0.4	x	6	-1.6	i	-0.7

The whole of this part, previewed entries included:
Compound	PriA SSB inh	PrPC surface inh	Anthrax LF inh2	BoNT-A LC inh2	SARS 3CLpro inh	Y pestis TopoI	PfHsp40 rescue	BH1578 lux ind	TcdB inh
NS(=O)(=O)c1ccc(NC(=S)NC(=O)c2cccs2)cc1	-11	-1	-4	-0.9	3	-2	-0.2	-0.5	1.7
CCCC1=C(C(=O)OCC)C(c2ccc(NC(C)=O)cc2)NC(=O)N1 (stereo not drawn)	-1	4	-6	-1.1	-3	-4	0.6	i	x
CS(=O)(=O)Nc1ccc(C(=O)Nc2ccc(S(=O)(=O)N3CCCCC3)cc2)cc1	-11	1	1	-0.6	0	-14	0.0	i	1.0
Oc1cccc(/C=N/NC(=S)Nc2cccnc2)c1O	x	0	1	-1.3	-2	-2	0.0	i	x
O=C(NCc1cccnc1)c1cc(C2CCCN(S(=O)(=O)c3cccc4cccnc34)C2)on1 (stereo not drawn)	x	0	-6	-0.1	x	3	x	i	1.6
Cc1ccc(C2=CSC3=NCCN23)cc1	0	0	-5	0.4	x	6	-1.6	i	-0.7
Cc1nc(NC(=O)/C=C/c2ccccc2)sc1C(=O)N1CCCCC1	-5	-8	-1	0.1	2	19	0.2	-0.5	-1.2
O=C1C[C@@H](c2ccccc2)Oc2cc(O)cc(O)c21	9	2	2	0.1	x	-3	-1.8	i	0.7
O=C(COc1ccccc1-c1ccccc1)NCc1ccco1	6	13	-5	-1.8	6	u	2.3	-0.4	1.0
CCOc1ccc(Cl)cc1S(=O)(=O)n1cnc2ccccc21	-7	3	1	0.3	3	7	-1.2	x	x
COc1ccc(-c2cc(CCCC(=O)NCCc3cc(OC)ccc3OC)no2)cc1	5	-2	-3	-0.9	-4	4	0.8	12	x
Cn1c(CCCNC(=O)c2ccccc2)nc2ccccc21	-16	-4	-7	0.3	-2	-6	0.8	-5.0	x
CC1(C)Cc2ccccc2C2=NNC(=O)C2=N1	7	-22	-6	-0.7	5	3	-0.4	-0.2	1.2
O=C(O)c1ccc(O)c2ncccc12	x	-11	9	-0.7	x	7	x	2.9	1.1
CCOC(=O)c1ccc(N/C=C/C(=O)c2ccc(OC)c(OC)c2)cc1	5	1	2	4.3	6	11	-1.3	-0.1	x
CC(OC(=O)CCc1nc2ccccc2c(=O)[nH]1)C(=O)Nc1ccc2c(c1)OCO2 (stereo not drawn)	-12	-3	-3	-0.9	-3	-4	0.4	-2.3	0.1
O=C1C2CCCN2c2ccc(S(=O)(=O)N3CCOCC3)cc2N1Cc1ccccc1F (stereo not drawn)	-5	x	-1	1.1	2	1	-1.2	-0.4	x
C=CCn1c(N)c(C(=O)NCc2ccco2)sc1=S	10	-11	-6	-1.9	1	2	2.0	i	x
COc1ccc(NC(=O)CNc2ccccc2N2CCCC2=O)cc1S(=O)(=O)N1CCOCC1	-7	-3	-2	-0.3	x	3	0.3	i	0.5
CCCc1ccc(O)c(N=Cc2cc(Br)cc(OCC)c2O)c1	2	7	0	0.7	8	1	-0.7	-0.1	-1.4
CCN(C(=O)CSc1ncccc1C(=O)OC(C)C)c1cccc(C)c1	-17	3	-2	1.7	5	15	0.6	-0.4	x
CC(NC(=O)NC(=O)c1cccc(Cl)c1)c1ccccc1 (stereo not drawn)	8	-4	-4	-2.7	-2	19	-0.6	i	1.4
COc1cccc(NC(=O)CN(C)C(=O)c2cc(-c3ccccc3)nn2-c2ccccc2)c1	3	-16	-15	0.0	x	-1	1.5	i	1.7
CC1CCC(NC(=O)COC(=O)C2CC3CCCC(C2)C3=O)CC1 (stereo not drawn)	2	0	x	x	x	1	-1.3	-1.2	1.0
CC(=O)c1cc2c(cc1NC(=O)CSc1nc3ccc(C)cc3[nH]1)OCO2	-5	3	1	0.7	2	19	6.5	-1.4	6.2
CCN1CCN(CNC(=O)c2cnccn2)CC1	11	-3	1	-0.3	0	-1	-1.1	i	x
CC(=O)C[C@H]1c2cc(F)ccc2S(=O)(=O)N1c1ccc(N(C)C)cc1	3	-1	2	-0.6	x	-9	-0.3	1.5	-13
Cc1nc(-c2ccc(Cl)cc2)sc1C1(C)CC(c2ccc([N+](=O)[O-])cc2)=NO1 (stereo not drawn)	11	5	-1	0.3	x	-7	-0.4	-0.3	-0.1
Cc1cc(C)cc(N(C(=O)CNC(=O)c2ccco2)C(C(=O)NC2CCCCC2)c2ccncc2)c1 (stereo not drawn)	-3	-13	-1	0.7	-1	-5	-0.5	-0.3	1.0
CC1CCN(S(=O)(=O)c2cc(F)ccc2CN2C(=O)c3cccnc3C2=O)CC1	3	5	-4	-0.4	-1	4	-0.6	-0.4	1.2
CCOC(=O)Cc1nnc2c(Nc3ccccc3F)nc3nonc3n12	-4	5	-3	-0.5	-2	-4	0.1	i	x
COc1ccc(O)c(CN2CCC(n3nccc3NC(=O)C3CCCC3)CC2)c1	18	-3	1	-0.4	-2	-8	0.8	0.4	1.5
CCOCC(=O)Nc1ccccc1C(=O)N1CCOCC1	0	-4	-4	-0.3	2	0	-0.8	4.3	0.1
O=C(NNC(=O)c1cc(Cl)ccc1O)c1ccc(NS(=O)(=O)c2cccs2)cc1	-6	-5	x	x	x	-9	351*	-6.2	0.3
COc1ccccc1CNC(=O)CSc1nnc2c(n1)[nH]c1ccc(F)cc12	3	5	-16	1.2	0	-8	0.5	-1.2	1.0
CN1CCN(S(=O)(=O)c2cccc(C(=O)NC3CCCc4ccccc43)c2)CC1 (stereo not drawn)	2	-4	2	2.0	4	-5	0.6	i	x
CCOC(=O)C1CCCN(C(=O)c2ccc3c(c2)CCO3)CC1 (stereo not drawn)	x	0	-3	-0.5	x	-2	x	-0.5	1.2
COc1cccc(NC(=O)COC(=O)CCn2c(C)csc2=O)c1	-11	3	x	x	x	-4	-0.1	i	1.5
O=C1OC[C@@H]2CCCN2C(=O)[C@@H](CC(=O)N(CCO)Cc2ccccc2)C/C=C\C[C@H]1Cc1ccc(F)cc1	x	3	-5	0.3	x	9	0.4	-1.3	1.6
O=C(CNC(=O)c1ccc(Oc2ccccc2)cc1)OC1CCCCC1=O (stereo not drawn)	-2	3	3	0.6	-2	1	1.2	1.2	0.3
Cc1cccc(OCc2nnc(SCC(=O)N3CCCCC3)o2)c1	-11	5	0	-0.4	0	14	1.0	-0.4	-0.6
C[N+](C)(C)CCC(=O)N1C/C(=C/c2ccccc2)C(=O)/C(=C\c2ccccc2)C1	-9	-3	3	-0.7	x	-3	0.3	i	-2.5
CCCOc1ccc(CN(C)c2ncnc(N)n2)cc1	5	7	-9	1.4	-4	12	0.0	i	0.4
COc1ccccc1NC(=O)CSc1nnc(-c2ccoc2C)o1	-1	7	-8	-1.0	x	2	0.0	i	-1.8
CC(=O)c1ccc(NC(=O)C(C)OC(=O)C2CC(=O)N(c3ccc4c(c3)OCCO4)C2)cc1 (stereo not drawn)	5	-1	-8	-3.8	0	2	0.6	3.6	1.8
COc1cc(OC)cc(-c2cc3ccccc3c(=O)o2)c1	-5	-4	-4	0.1	x	5	1.5	i	0.7
O=C(NCc1ccc(OC(F)(F)F)cc1)C12CN(Cc3ccccc3)CC1C(c1cccc([N+](=O)[O-])c1)=NO2 (stereo not drawn)	0	-4	-4	0.0	0	6	-1.5	i	1.3
Cc1ccc(S(=O)(=O)Nc2cc(C)c(O)c(S(=O)(=O)c3ccc(C)cc3)c2)cc1	-2	3	10	-0.5	10	7	0.5	-0.3	x
CNS(=O)(=O)c1cccc(C(=O)OCCCOC(=O)c2cccc(S(=O)(=O)NC)c2)c1	-13	2	-4	1.1	0	10	-0.6	-5.3	0.7
COc1ccc(OC)c(N/C(C)=C/C(=O)c2ccc(C)o2)c1	x	6	-1	u	-4	4	-0.5	-1.3	-1.8
O=C(C[n+]1cc(-c2ccccc2)n2c1CCCCC2)c1ccc(Br)cc1	13	-3	-2	0.9	1	13	3.0	1.1	-0.1
COc1cc2c(c(OC)c1OC)C(c1ccc(C)cc1)CC(=O)O2 (stereo not drawn)	-1	2	0	-0.2	x	-1	0.3	18	1.5
COC(=O)COc1c(Cl)cc(Cl)c2ccc(C)nc12	-3	6	1	-0.1	-2	2	-0.2	-0.3	0.9
O=C1CC(N2CCN(c3ccccc3)CC2)C(=O)N1Cc1ccc(Cl)cc1 (stereo not drawn)	7	7	4	1.1	-2	-4	-0.7	0.9	-2.2
O=[N+]([O-])c1ccc(N2CCOCC2)c2ccncc12	6	-42	-2	-0.7	0	-4	-1.5	i	-0.7
CCOC(=O)c1ccc(NC(=O)c2cc(F)c(F)cc2Cl)cc1	-15	2	3	-0.1	3	4	5.8	i	1.8
CC(C)(C)N1C(=O)c2ccc(C(=O)NCc3ccco3)cc2C1=O	-3	-1	-1	-0.3	0	6	-0.6	-6.0	x
Cc1ccc(NC(=O)CCC(=O)NNC(=O)C(c2ccccc2)c2ccccc2)c(C)c1	-19	-6	-6	0.7	14*	1	0.4	i	x
O=C(Nc1ccc(N2CCCC2)c(Cl)c1)c1ccccc1F	x	-17	-2	0.0	x	8	x	-0.8	-0.4
Cc1cc(N(C)C)c(C#N)c(NCc2ccccc2)n1	-9	14	0	-0.3	-2	3	0.3	2.1	x

(further entries)
Compound	PriA SSB inh	PrPC surface inh	Anthrax LF inh2	BoNT-A LC inh2	SARS 3CLpro inh	Y pestis TopoI	PfHsp40 rescue	BH1578 lux ind	TcdB inh
CCc1ccc(-c2nc(CN3CCC(C(=O)N4CCN(c5ccccc5)CC4)CC3)c(C)o2)cc1	31	-4	-18	-1.2	-4	8	-1.6	-0.3	x
Cc1csc(OCc2ccc(C#N)cc2)n1	-12	4	-2	0.1	-1	-10	-1.0	-0.3	x
COc1ccc(Cl)cc1NC(=O)C(C)NC(c1ccccc1)c1ccccc1 (stereo not drawn)	1	3	-3	0.1	-3	18	0.1	i	x
COc1ccccc1-c1nnc(SCC(=O)Nc2ccccc2)o1	-8	-1	-4	-0.3	-4	8	-0.3	-17	1.1
O=C(CSc1nc2ccccc2nc1N1CCOCC1)N1CCN(c2ccccc2)CC1	-16	2	-1	-0.8	6	48	-0.7	0.0	2.0

High-throughput results deposited in PubChem by several laboratories.
